Ins promoter up: insulin promoter activators in MIN6 cells, imaging, high-content screening, mouse beta cells | MIN6 insulin promoter-GFP reporter; active compounds read high | z-score at 5 µM | AID 1625, 2009 | 190,000 compounds, 0.3% hits;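 active means z-score above 3 at 5 µM with at least 500 cells counted in the well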
Autophagy HCS: autophagy modulators in MEF cells, primary screen, imaging, high-content, MEF GFP-LC3. MEF GFP-LC3 puncta imaging; test concentration mostly 10 µM. calls only at 10 µM (by protocol). 190,000 compounds, 0.98% hits;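 active means percentage of spot-positive cells more than 3 SD above its plate mean, without a fluorescence outlier flag or 80% toxicity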;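 further: spot-positive cell cutoff set from DMSO-treated cells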
Lipid droplet: inhibitors of hepatocyte lipid droplet formation, primary screen, imaging, high-throughput imaging, BODIPY stain; AML12 mouse hepatocytes, oleate lipid droplets; inhibition, % at 6.5 µM; 240,000 compounds, 0.4% hits; AID 1656, 2009;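 active means lipid droplet intensity inhibited by at least 50%, with more than 500 cells counted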
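Material: mouse AML12 hepatocyte cell line, fixed after treatment; Timing: compound with oleate, overnight; Technique: high-content imaging of BODIPY-stained droplets and DAPI nuclei; Probe or stimulus: oleate, 100 µM final; Dosing: compound at 6.5 µM only.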
T cell modulator: modulators of CD8 T cell-vesicle binding, primary screen, mouse 2C CD8+ T cells, flow cytometry. 2C CD8+ T cell-vesicle binding; active compounds read low. 330,000 compounds, 0.068% hits. calls only at 7 µM;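 active means response, share of CD8 T cells binding vesicles, and their 90th percentile fluorescence all below set limits, cut at about 80% in these data, passing the limit was not always enough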
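Benchmarks: naked versus QL9-loaded vesicles / Assay system: purified 2C TCR transgenic mouse naive CD8+ T cells / Technique: high-throughput flow cytometry with anti-B7-1 and anti-CD8 staining / Timing: Cell–vesicle co-incubation 1.5 h at 37 °C, staining 20 min on ice / Read-out: percent CD8+ FL2 mean versus row control / Probe or stimulus: QL9-loaded Drosophila micro-vesicles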
Salmonella PhoP GFP: inhibitors of PhoP regulon expression, primary screen, Salmonella Typhimurium, GFP reporter (AID 1863) | 300,000 compounds, 0.16% hits | inhibition, % at 50 µM; hits with a dose series show IC50 in µM | S. Typhimurium PhoP-regulated promoter GFP reporter, 4 h; higher % means a stronger effect;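 active means inhibition over 29.93%, a cutoff 3 SD above the screen mean, later confirmed by dose response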;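 further: 0% = low Mg2+ inducing control and 100% = high Mg2+ repressing control; strong numbers were not always called active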
MT stabilizer: microtubule stabilizers in HeLa cells, primary screen, imaging, high-content imaging; HeLa tubulin immunostaining HCS, 24 h; share of cells brighter than vehicle mean+2SD; % tubulin-high responders, % at 10 µM; 200,000 compounds, 0.83% hits; AID 2205, 2009;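 active means plate Z-score above 3 for both tubulin-high and condensed-nucleus cell shares, with cell loss under 80%, at 10 µM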;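 further: anti alpha tubulin signal scored within the nucleus-defined area of each cell; some results filed as inactive read as strong as hits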
ER stress rescue: rescue of cells from ER stress-induced death, primary screen, 384-well, CSM14.1, thapsigargin, ATP luminescence (AID 1222) | CSM14.1 thapsigargin-induced death rescue, ATP luminescence; higher % means a stronger effect | 190,000 tested, under 10 active | cellular ATP content (survival), % at 20 µM; hits with a dose series show EC50 in µM;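 active means EC50 below 50 µM in the dose-response confirmation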;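 further: death triggered by thapsigargin at about 15 µM added after 2 h compound pretreatment; cell ATP read after overnight thapsigargin exposure of roughly 18 to 22 hours; normalized against plate controls of thapsigargin alone and 5% DMSO vehicle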
b-catenin transl: modulators of beta-catenin nuclear translocation, primary screen, imaging, HeLa cells, immunofluorescence, high-content; nuclear translocation activity, % at 5 µM; 190,000 compounds, 0.3% hits; AID 1665, 2009;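 active means nuclear translocation activity above 50% at 5 µM, with a well cell count of 50 or more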;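 further: per-cell ratio of nuclear to cytoplasmic median beta-catenin stain intensity; plate controls were DMSO negative control for no effect and GSK-3 inhibitor IX positive control for full effect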
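Test system: human HeLa cells, native beta-catenin. Compound dosing: 5 µM primary single dose, 0.1% DMSO, 0.02–20 µM confirmation series. Incubation: compound exposure 24 h at 37°C. Detection: beta-catenin immunostaining with DAPI counterstain, 20x imaging, 6 fields/well. Read-out basis: Nuclear/cytoplasmic beta-catenin signal ratio, % activation.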
Dynein cargo inh: inhibitors of GR-EGFP nuclear translocation, primary screen, dynein cargo transport inhibitor project, imaging, high-content, 3617.4 mouse cells. test concentration mostly 20 µM; stimulated with dexamethasone, 1 µM; active compounds read low. z-score, hits read low. 220,000 compounds, 0.47% hits;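 active means plate z-score of nuclear minus cytoplasmic receptor signal below a set negative limit, without overly bright fluorescence or cell loss, cut at about -3.5 in these data, passing the limit was not always enough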;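 further: z-score of nuclear minus cytoplasmic ring GR-EGFP intensity difference per well; some compounds called inactive have numbers as strong as hits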
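Buffer or medium: Induction medium lacking tetracycline, stripped serum | Also added: Dexamethasone agonist, 1.0 µM final, for 30 min | Timing: 48 h induction, 1 h compound, 30 min dex at 37 °C | Detection: Formaldehyde fixation, Hoechst nuclear stain, 10x automated fluorescence imaging | Measure: Nuclear versus cytoplasmic GR-EGFP signal, averaged per well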
Dynein cargo inh cytoplasmic EGFP: second read-out of Dynein cargo inh, no call of its own (marks repeat the call); z-score; measured here: cytoplasmic GR-EGFP intensity; active compounds read high
Dynein cargo inh nuclear GR-EGFP: further read-out of Dynein cargo inh, marked with its call; z-score; measured here: nuclear GR-EGFP intensity;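 lower value marks the stronger effect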
Dynein cargo inh cell count: recorded beside Dynein cargo inh, whose call it bears; z-score; measured here: cell count per field
Ins promoter up cell count: recorded beside Ins promoter up, whose call it bears; cell count; measured here: cytotoxicity, nuclei count;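 total cells summed across four imaged fields per well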
Lipid droplet cells 6.5 µM: second read-out of Lipid droplet, no call of its own (marks repeat the call); cell count; measured here: cell count, cytotoxicity flag;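 cells counted across two imaged fields per well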
b-catenin transl cell count 5 µM: also measured in b-catenin transl; calls as there; cell count; measured here: cell count, cytotoxicity flag
T cell modulator vesicle-bound %: further read-out of T cell modulator, marked with its call; double positive events, %; measured here: CD8+ vesicle-bound cell fraction;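 binding gate set so that unloaded-vesicle control wells show 10% double positive cells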
MT stabilizer Hoechst-high %: also measured in MT stabilizer; calls as there; % Hoechst-high responders; measured here: nuclear condensation Hoechst responders;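 share of cells brighter than vehicle mean plus two SD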
MT stabilizer cytotoxicity %: further read-out of MT stabilizer, marked with its call; toxicity, %; measured here: cytotoxicity by cell density;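 0% = mean cell density of plate MIN control wells and 100% = no cells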
Autophagy HCS cell loss 18 h: further read-out of Autophagy HCS, marked with its call; toxicity, %; measured here: cell loss, nuclei count;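 cell loss after 18 h compound exposure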
* marks the source's active call; other numbers are inactive results; i = inactive; . = not tested or not shown.

Below each SMILES – Ins promoter up | Ins promoter up cell count | Autophagy HCS | Autophagy HCS cell loss 18 h | Lipid droplet | Lipid droplet cells 6.5 µM | T cell modulator | T cell modulator vesicle-bound % | Salmonella PhoP GFP | MT stabilizer | MT stabilizer Hoechst-high % | MT stabilizer cytotoxicity % | ER stress rescue | b-catenin transl | b-catenin transl cell count 5 µM | Dynein cargo inh | Dynein cargo inh cytoplasmic EGFP | Dynein cargo inh nuclear GR-EGFP | Dynein cargo inh cell count
CCOC(=O)c1ccc(S(=O)(=O)N2CCN(C(=O)CSc3nc4ccccc4o3)CC2)cc1
→ -0.38 | 1550 | i | 6.0 | -5.1 | 571 | i | 28.8 | -8.6% | 5.3 | 2.5 | 5.3 | -2.2% | -0.1 | 1065 | -1.08 | -0.204 | -0.453 | 0.638
O=C(CN1C(=O)CCS(=O)(=O)c2ccccc21)NCc1ccc(F)cc1
→ 0.95 | 1240 | i | 29.6 | -2.3 | 790 | i | 8.4 | -3.9% | 4.2 | 2.7 | 4.6 | -1.3% | -1.4 | 1065 | 0.189 | -0.172 | -0.121 | 0.339
O=C1CCCC2=C1C(O)(C(F)(F)F)C(=O)N2Cc1ccccc1 (stereo unspecified)
→ . | . | i | -3.7 | -1.2 | 777 | i | 26.2 | -4.2% | 4.3 | 1.7 | 5.5 | -0.8% | -2.4 | 1170 | -0.286 | -0.194 | 0.456 | 1.59
C/C(=N\NC(=O)c1ccc2c(c1)OCO2)c1ccc(O)cc1
→ -0.05 | 1130 | . | . | -2.3 | 757 | i | 37.4 | 5.4% | . | . | . | . | 0.4 | 1273 | -0.0442 | -0.226 | -0.126 | 0.569
O=C1CCN(Cc2nnnn2CC2CCCO2)c2ccccc2N1 (stereo unspecified)
→ 0.49 | 1054 | i | 4.1 | . | . | i | 7.2 | 0.8% | 3.5 | 2.3 | 2.5 | 2.0% | -0.3 | 923 | -0.224 | -0.295 | 0.101 | 0.34
Cc1noc(/C=C/N(C)C)c1S(=O)(=O)N1CCC(C(=O)O)CC1
→ 0.4 | 1921 | i | -4.8 | 0.1 | 600 | i | 24.9 | -6.3% | 2.9 | 2.1 | 2.6 | . | 0.2 | 1112 | 1.94 | -0.133 | 1.17 | -0.84
Cc1ccc(N2CCN(C(=O)c3ccccc3NC(=O)C3CC=CCC3C(=O)O)CC2)cc1 (stereo unspecified)
→ 0.79 | 925 | i | 31.7 | 3.9 | 825 | i | 38.4 | 1.1% | 1.6 | 1.0 | 5.3 | 0.0% | . | . | 0.227 | -0.0453 | 0.622 | -0.146
CS(=O)(=O)N(CC(=O)Nc1ccccc1C(=O)N1CCOCC1)c1ccc(Cl)cc1
→ 0.01 | 1003 | . | . | -2.0 | 692 | i | 53.8 | -10.1% | . | . | . | . | 0.1 | 1300 | 0.685 | -0.264 | 0.804 | -0.104
COc1ccc(CN(CC(=O)NCc2ccco2)C(=O)CCC(=O)Nc2nccs2)cc1
→ . | . | i | -2.7 | 9.8 | 753 | i | 42.2 | -7.7% | 2.8 | 1.9 | 21.8 | -2.8% | 6.0 | 530 | -1.42 | -0.269 | -0.623 | 0.849
CCn1c(SCC(=O)N/N=C/c2ccc(C)o2)nnc1-c1ccccc1
→ 0.2 | 1772 | i | 6.2 | -8.3 | 533 | i | 58.0 | 21.3% | 0.7 | 2.8 | 13.3 | -1.0% | 1.6 | 991 | 1.36 | -0.181 | 1.04 | -0.54
Cc1c[nH]c(=O)c([N+](=O)[O-])c1
→ 0.2 | 1075 | . | . | -1.0 | 740 | i | 15.8 | -2.4% | . | . | . | . | 1.1 | 1333 | 0.349 | -0.279 | 0.176 | 0.219
O=C(NCc1ccco1)C(c1ccc(F)cc1)N(C(=O)Cc1cccs1)c1cccnc1 (stereo unspecified)
→ . | . | i | -8.7 | 0.3 | 650 | i | 40.6 | 6.5% | 1.5 | 2.1 | 8.1 | -0.7% | 0.0 | 1631 | -0.341 | -0.186 | -0.275 | -0.665
CCOCCCNC(=O)c1cc2c(=O)n3cccc(C)c3nc2n1C
→ 0.16 | 1115 | . | . | -56.7 | 436 | i | 46.9 | . | . | . | . | -1.8% | 43.4 | 493 | . | . | . | .
O=C(N/N=C1\CCCCc2ccccc21)c1ccccn1
→ -0.68 | 1250 | i | -3.1 | -13.8 | 731 | i | 59.9 | -3.2% | 1.6 | 2.6 | 9.8 | 2.1% | -1.2 | 1123 | 0.289 | -0.249 | -0.0175 | 1.23
CCOc1ccc(N(C(=O)c2cnsn2)C(C(=O)NC2CCCCC2)c2ccncc2)cc1 (stereo unspecified)
→ 0.28 | 1557 | i | 16.3 | 14.1 | 621 | i | 35.6 | 3.8% | 2.5 | 2.1 | 5.1 | 2.0% | -3.1 | 1085 | -0.0592 | -0.24 | 0.322 | 0.341
O=C(CSc1nnnn1-c1cccc(Cl)c1)Nc1ccc2c(c1)CCC2
→ -0.34 | 1610 | i | -4.0 | -6.6 | 671 | i | 65.4 | -11.6% | 2.4 | 3.0 | 8.6 | -0.5% | 1.5 | 1083 | 0.277 | -0.217 | 0.127 | -0.274
CC(C)N(Cc1ccccc1)C(=S)NCc1ccccc1
→ -1.24 | 1289 | i | -5.6 | -34.3 | 668 | i | 26.4 | -2.4% | 1.0 | 2.5 | 0.8 | 0.1% | -2.6 | 1080 | -0.377 | -0.351 | -0.288 | -0.128
CCN(CC)S(=O)(=O)c1cccc(NC(=O)Nc2cccc(C(F)(F)F)c2)c1
→ -2.37 | 606 | i | -17.2 | -6.9 | 782 | i | 25.9 | 32.4% | 1.4 | 0.7 | 3.3 | -1.5% | . | . | -0.611 | -0.113 | -0.183 | -1.07
O=C(NCc1ccccc1)C1(c2ccccc2)CCN(S(=O)(=O)c2ccccc2)CC1
→ 0.62 | 933 | i | 1.0 | -15.5 | 732 | i | 35.9 | 7.9% | 2.2 | 1.3 | 4.1 | -1.8% | -1.9 | 1195 | 0.188 | 0.437 | 0.681 | -0.955
Cc1ccccc1OC(C)C(=O)NCc1cccnc1 (stereo unspecified)
→ . | . | i | -1.2 | 5.4 | 680 | i | 50.1 | 4.6% | 3.6 | 2.3 | 9.9 | -0.3% | -0.5 | 1492 | 2.29 | -0.152 | 0.807 | -1.05
COc1ccc(C(CNC(=O)c2ccc(S(=O)(=O)N(C)C)cc2)N2CCCCC2)cc1 (stereo unspecified)
→ -0.33 | 1618 | i | 6.3 | 4.2 | 630 | i | 46.2 | -3.9% | 5.3 | 1.7 | 8.4 | 1.3% | -2.7 | 1106 | 0.551 | -0.29 | -0.0274 | 0.278
Clc1cccc(-c2nc(NCCCN3CCOCC3)c3ccccc3n2)c1
→ -0.7 | 1538 | i | 19.4 | 5.5 | 668 | i | 45.9 | 0.3% | 2.0 | 2.2 | 4.0 | -1.3% | 5.6 | 829 | 0.268 | -0.128 | 0.396 | 0.242
COCCCn1nnnc1SCC(=O)Nc1nc(C)c(C)s1
→ 0.11 | 1353 | i | 8.8 | 19.3 | 767 | i | 66.2 | 0.2% | 2.7 | 2.9 | 15.2 | -3.2% | 2.0 | 516 | -0.12 | -0.218 | 0.305 | -0.14
CCn1c(=O)cc(OCC(=O)N2CCN(c3cccc(C(F)(F)F)c3)CC2)c2ccccc21
→ -0.27 | 838 | i | 12.4 | . | . | i | 56.5 | -0.8% | 8.8 | 4.1 | 5.7 | -0.8% | 5.1 | 1388 | -0.567 | 0.293 | -0.148 | 0.348
N#Cc1nc(-c2cccs2)oc1NCc1ccccc1
→ . | . | i | 5.0 | . | . | i | 57.7 | 11.6% | 5.3 | 2.3 | 2.8 | -6.5% | . | . | -0.551 | -0.344 | 0.00855 | 0.0326
CC(C)(C)NC(=O)C(c1ccncc1)N(C(=O)c1csnn1)C1CC1 (stereo unspecified)
→ 0.45 | 1281 | i | 5.4 | . | . | i | 12.8 | -0.3% | 3.8 | 2.4 | 7.8 | 0.6% | -2.3 | 731 | 0.0672 | -0.195 | 0.515 | -0.0583
Cc1ccc2oc(=O)c3cnn(CC(=O)NC4CCC(C)CC4)c3c2c1 (stereo unspecified)
→ -0.13 | 960 | i | -3.6 | . | . | i | 16.2 | 11.5% | 2.4 | 2.4 | 6.7 | 0.6% | . | . | -0.909 | -0.141 | -0.491 | 0.066
C=CCSc1nnc(-c2ccc([N+](=O)[O-])cc2)o1
→ -0.22 | 1560 | i | 7.8 | -5.4 | 701 | i | 60.1 | 9.9% | 3.0 | 1.5 | 4.0 | -0.7% | -1.3 | 1050 | 0.314 | -0.183 | 0.00128 | 0.268

Source: PubChem BioAssay (several laboratories)

This is a random part of the collection. About 3% of those tested had a hit in this group.
